GPR35 arrestin U2OS – GPR35 antagonists blocking zaprinast-driven arrestin recruitment, primary screen, imaging, U2OS, beta-arrestin-GFP, zaprinast agonist (AID 2058) | U2OS GPR35 beta-arrestin-GFP translocation imaging, zaprinast antagonism; higher % means a stronger effect | 290,000 compounds, 0.052% hits | inhibition, % at 10 µM; hits with a dose series show IC50 in µM;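 active means inhibition of at least 50% with at least 30 cells and total cytoplasm GFP at most 10,000,000; inconclusive means under 30 cells or total GFP of 10,000,000 plus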
Dengue-2 NS5 capping – Dengue-2 NS5 methyltransferase inhibitors, primary screen, biochemical, confirmation dose response (AID 588689); Dengue-2 NS5 methyltransferase capping enzyme assay, biochemical; higher % means a stronger effect; one-dose inhibition, % at 25 µM; IC50 in µM for titrated hits; 340,000 compounds, 0.3% hits; in the data active means a potency from the dose series; inconclusive means inhibition above about 29% without an active follow-up result
HIV peptide binding – inhibitors of HIV fusion peptide binding, primary screen, biochemical, uHTS, fluorescence dequenching (AID 1986); cell-free peptide binding, fluorescence dequenching, 30 min; higher % means a stronger effect; 290,000 compounds, 0.3% hits; inhibition, % at 20 µM; hits with a dose series show IC50 in µM; in the data active means inhibition mostly above about 52%, no sharp cut-off; inactive means mostly below about 76%; further: some results filed as inactive read as strong as hits
KOR beta-arrestin-1 – kappa opioid receptor blockers – cell-based, luminescence, uHTS (AID 1778); KOR beta-arrestin recruitment, luminescence, antagonist mode; higher % means a stronger effect; one-dose inhibition, % at 10 µM; IC50 in µM for titrated hits; 290,000 compounds, 0.091% hits; in the data active means inhibition above about 50%; further: strong numbers were not always called active
KOR beta-arrestin-2 – kappa opioid receptor activators – cell-based, luminescence, uHTS, primary screen (AID 1777). KOR beta-arrestin recruitment, luminescence; higher % means a stronger effect. activation, % at 10 µM; hits with a dose series show EC50 in µM. 280,000 compounds, 0.02% hits; in the data active means activation above about 50%, passing the limit was not always enough; further: a part of the inactive calls stands beside numbers as strong as those of hits
GPR55 antagonists – GPR55 antagonists blocking LPI-driven arrestin recruitment, primary screen, imaging, U2OS, beta-arrestin-GFP, LPI agonist (AID 2013); U2OS GPR55 beta-arrestin-GFP translocation imaging, LPI antagonism; higher % means a stronger effect; inhibition, % at 10 µM; hits with a dose series show IC50 in µM; 290,000 compounds, 0.13% hits;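 active means spots per cell inhibited over 60%, with over 100 cells counted and total cytoplasm intensity under 500,000; inconclusive means wells with under 100 cells, flagged as likely toxic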;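 further: U2OS cells stably carrying GPR55 and arrestin-GFP stimulated by 5 µM LPI near EC80; imaged beta-arrestin-GFP aggregate spots per cell after agonist stimulation; plate controls were LPI-stimulated DMSO wells for no effect and DMSO wells without LPI for full effect; some results filed as inactive read as strong as hits; confirmed hits need IC50 under 10 µM and bright autofluorescent wells are also inconclusive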
NOD1 inhibition – NOD1 signaling inhibitors, primary screen, cell-based, luminescence, uHTS (AID 1578); NOD1-driven NF-kB luciferase reporter cells, luminescence; higher % means a stronger effect; inhibition, % at 4 µM, or EC50 in µM where a hit was titrated; 290,000 compounds, 1% hits; in the data active means inhibition mostly above about 36%, no sharp cut-off; inactive means mostly below about 34%;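 further: HEK-293T reporter cells stimulated with the NOD1 agonist gamma-tri-DAP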
West Nile antiviral – West Nile virus antiviral activity, cell-based, CPE readout (AID 1621); West Nile virus-infected cells, CPE inhibition; higher % means a stronger effect; one-dose CPE inhibition, % at 10 µM; IC50 in µM for titrated hits; 290,000 compounds, 0.02% hits; in the data active means a potency from the dose series; inconclusive means CPE inhibition mostly from about 3.7% at the one dose, without a potency; inactive means the rest, 99 in 100 with CPE inhibition below about 2.2%; further: strong numbers were not always called active
GPR55 activation – GPR55 agonists via beta-arrestin recruitment, primary screen, imaging, U2OS cells, beta-arrestin-GFP redistribution (AID 1961). U2OS GPR55 beta-arrestin-GFP redistribution imaging; higher % means a stronger effect. one-dose activation, % at 10 µM; EC50 in µM for titrated hits. 290,000 compounds, 0.048% hits;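 active means activation above 40% with more than 50 cells counted in the well; inconclusive means wells holding fewer than 50 cells, flagged as toxic or sparse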;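 further: U2OS osteosarcoma cells stably expressing GPR55 and beta-arrestin-GFP; plate controls were DMSO negative control for no effect and LPI positive control for full effect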
Dengue-2 NS5 capping pilot replicate – further read-out of Dengue-2 NS5 capping, marked with its call; inhibition, %; measured here: pilot screen replicate inhibition
Active calls of the source: *; ? = inconclusive; . = not tested or not shown; [ ] = dose if it differs, or a comment. This is a subset; rates above refer to the full screens.

SMILES	GPR35 arrestin U2OS	Dengue-2 NS5 capping	HIV peptide binding	KOR beta-arrestin-1	KOR beta-arrestin-2	GPR55 antagonists	NOD1 inhibition	West Nile antiviral	GPR55 activation	others
Cc1ccccc1N(C(=O)Cc1cccs1)C(C(=O)NCC1CCCO1)c1cccnc1 (stereo unspecified)	-6%	-3%	2.4%	-12%	5.9%	-1%	-12%	-0.8%	-0.1%
CCSc1nc(C(F)(F)F)cc(=O)n1-c1ccccc1	-16%	-12%	-0.7%	-47%	2.1%	-14%	-8%	0.5%	0.2%
CC(C)(C)N(C=C(Cl)Cl)C(=O)NC1CCCCC1	2%	14%	1.5%	-1%	-4.5%	-2%	8%	-0.1%	0.0%
Cc1ccc(OCC(O)Cn2nc(C)cc2C)cc1 (stereo unspecified)	10%	-3%	-1.1%	-8%[20 µM]	.	-3%	-18%	0.3%	0.1%
Cc1ccccc1OCC(=O)Nc1ccc(S(=O)(=O)N2CCOCC2)cc1	-9%	4%	-0.4%	-18%	-6.2%	1%	-25%	-0.2%	-0.1%
O=C(c1ccc(S(=O)(=O)Cc2ccccc2F)c([N+](=O)[O-])c1)N1CCCCCC1	9%	-9%	-1.0%	-18%	-2.3%	4%	1%	1.7%	-0.2%
Cc1ccc(S(=O)(=O)N2CCCN(S(=O)(=O)c3ccc4c(c3)OCCO4)CC2)cc1	-6%	-1%	0.4%	-24%	2.4%	0%	7%	-0.6%	-0.1%
Cc1ccccc1CNc1ccc(C(CC(N)=O)NC(=O)c2ccc(Br)cc2)cc1[N+](=O)[O-] (stereo unspecified)	9%	-2%	5.8%	23%	-3.2%	3%	-8%	-0.1%	0.6%
CCn1c(COc2ccc3c(c2)OCO3)nnc1SCC(=O)O	10%	1%	1.6%	-4%	22%	-4%	39%	0.5%	-0.4%
COc1ccc(-c2csc(NC(=O)c3ccccc3S(C)(=O)=O)n2)cc1	5%	-7%	0.4%	3%	-1.6%	7%	-33%	-0.4%	0.0%
CC(=Nc1ccccc1)C1=C(O)COC1=O	-4%	-3%	3.1%	-21%	-3.8%	6%	-8%	0.1%	-0.1%
COc1ccccc1S(=O)(=O)CC(O)COc1ccc(F)cc1Cl (stereo unspecified)	20%	0%	-0.6%	-21%[20 µM]	-2.6%	-5%	-26%	-0.7%	-0.1%
COCCN(C(=O)c1ccccc1OC1CCN(S(C)(=O)=O)CC1)C(C)C	13%	-7%	1.5%	1%	1.7%	12%	-25%	0.3%	0.5%
COc1ccc(C2CC3CC(c4ccccc4)N2O3)cc1 (stereo unspecified)	0%	1%	1.6%	-26%	5.6%	-4%	-28%	-0.4%	-0.2%
Cc1csc(NC(=O)Nc2ccc(Cl)cc2)n1	23%	-8%	3.9%	-8%	0.4%	-7%	-20%	-1.0%	-0.2%
COc1cc(/C=C2\SC(N)=NC2=O)ccc1O	-8%	-15%	1.6%	3%	-3.5%	-16%	41%	?	0.3%
COc1ccc(C2CC(c3ccc(Cl)cc3Cl)Nc3nc(N)nn32)cc1 (stereo unspecified)	-3%	-1%	-2.3%	-32%	-5.2%	-4%	11%	-1.2%	-0.2%
COC(C[C@@H]1O[C@H]1[C@@H](O)COCc1ccccc1)OC	11%	-2%	2.2%	10%	2.6%	-14%	0%	-0.3%	-0.1%
O=C(O)c1cc(C(=O)C2CCCCC2)c[nH]1	7%	2%	-1.1%	-36%	0.5%	-4%	-13%	0.1%	-0.6%
COCc1nnc(NC(=O)CCC2CCCCC2)s1	-20%	-3%	0.0%	22%	-4.8%	-8%	-31%	0.6%	0.0%
CCCCN(C(=O)Cc1cccc(F)c1)c1c(N)n(CCC)c(=O)[nH]c1=O	4%	-5%	-0.8%	-39%	1.6%	10%	-28%	-0.4%	-0.2%
O=C(CSc1nnc(CNC(=O)c2ccco2)o1)Nc1ccc(F)cc1F	6%	-9%	-0.2%	-13%	0.4%	4%	-14%	0.5%	0.0%
COc1ccccc1CN(CC(=O)NCc1ccc2c(c1)OCO2)C(=O)c1csnn1	2%	-8%	-2.7%	-24%	3.2%	5%	-21%	-0.2%	-0.1%
Cc1nc(SCC(=O)Nc2cccc(C(=O)O)c2)n[nH]1	10%	4%	2.4%	-36%	-2.3%	9%	-11%	0.3%	-0.1%
COc1ccc(CCN(C)C(=S)Nc2cccc(C)c2)cc1OC	5%	0%	1.5%	-28%	5.7%	-4%	-18%	-0.2%	0.0%
CC(C)(C)NS(=O)(=O)c1ccc2c(c1)oc(=O)c1cc(S(=O)(=O)NC(C)(C)C)ccc12	5%	-5%	-0.5%	-33%	7.1%	2%	16%	-1.3%	-0.1%
C[C@@H](C(=O)NCc1ccccc1)[C@H]1C[C@]1(C)[C@H](NC(=O)OCc1ccccc1)c1ccccc1	-4%	-6%	2.8%	23%	3.0%	4%	-42%	1.2%	-0.1%
Cc1ccc2cc(C#N)c(N3CCCN(C(=O)C4CCCO4)CC3)nc2c1 (stereo unspecified)	10%	4%	-0.3%	7%	-0.3%	6%	1%	0.9%	0.0%	Dengue-2 NS5 capping pilot replicate=0.3
Cc1ccsc1C(C(=O)NC(C)(C)C)N(C(=O)c1csnn1)c1ccccc1 (stereo unspecified)	-8%	3%	-0.7%	16%	0.0%	-7%	-36%	-0.8%	0.6%
O=c1c2c(ncn1Cc1ccccc1)nc1n2CCC1	7%	-2%	-1.5%	-5%	-1.4%	8%	17%	-0.3%	0.1%
CCOCCCNC(=O)NC(=O)CN1CCN(S(=O)(=O)c2ccc3c(c2)OCCO3)CC1	-13%	3%	-2.2%	-11%	2.6%	11%	-47%	-0.1%	0.3%
COc1ccc(OC)c(NS(=O)(=O)c2cc(OC)ccc2OC)c1	26%	-3%	1.5%	-48%	3.4%	2%	-24%	-0.3%	-0.1%
COc1cccc(CC(=O)N2CCCC(CO)(Cc3ccc(F)cc3F)C2)c1 (stereo unspecified)	15%	-11%	0.0%	-11%[20 µM]	0.5%	6%	-23%	-1.4%	0.5%
Cn1cc([C@@H]2C[C@H]3CN(Cc4cccc(Cl)c4)C(=O)[C@]34CCCN24)c2ccccc21	-4%	-9%	6.3%	-13%	-3.3%	8%	-26%	-1.3%	0.1%
O=[N+]([O-])c1ccc(OS(=O)(=O)Cc2ccccc2)cc1	7%	-8%	-0.1%	5%	-0.4%	-17%	-27%	0.2%	0.6%
CCOC(=O)c1[nH]c(C)c(C(=O)NCc2ccc(C)cc2)c1C	-1%	-8%	-0.8%	-23%	-2.1%	0%	-7%	-0.9%	-0.2%
COC(=O)c1c(NC(=O)CC2Nc3ccccc3NC2=O)sc(C)c1C (stereo unspecified)	4%	-7%	4.5%	2%	-2.8%	19%	26%	-0.1%	0.0%
C=CCSc1nc(-c2ccccc2)c(C#N)c(=O)[nH]1	16%	-4%	7.8%	16%	1.4%	4%	-14%	0.7%	-0.2%
NNc1cc(C(=O)O)ccc1Cl	-6%	-5%	3.8%	9%	1.1%	16%	-10%	-0.4%	0.6%
COc1ccc(-n2c3c(cc(C(=O)N4CCC(C)CC4)c2=O)C(=O)CC(C)(C)C3)cc1	19%	-5%	-1.5%	49%	-5.3%	4%	7%	-0.3%	0.4%
COc1ccc(CNC(=O)COC(=O)c2ccccn2)cc1	1%	-5%	1.4%	-28%	-1.1%	2%	-31%	1.2%	-0.2%
CC(=O)Nc1ccc(NC(=O)c2ccco2)cc1	-6%	-7%	-0.8%	13%	-0.9%	-2%	-13%	-0.2%	0.5%	Dengue-2 NS5 capping pilot replicate=0.3
COCCNC(=O)c1ccc(N2CCCCC2)c(NS(=O)(=O)c2ccc(C)cc2)c1	8%	-5%	-0.7%	-20%	5.6%	5%	-32%	-0.3%	-0.2%
COc1ccc(C(C)(C)C)cc1NS(=O)(=O)c1cccc2cccnc12	5%	0%	1.9%	-3%	-7.6%	-6%	-8%	-1.2%	-0.3%
CC(=O)c1cnc(SCc2ccc(Cl)cc2)nc1C	2%	-3%	1.5%	3%[20 µM]	-2.0%	-10%	-21%	-0.6%	-0.1%
O=C(O)c1ccc2c(=O)n3c(nc2c1)/C(=C/c1cccc(Cl)c1Cl)CC3	7%	22%	23%	2%	-3.0%	-9%	-9%	-0.8%	0.0%
O=[N+]([O-])c1ccc2c(c1)nc1n2CCSC1	7%	-2%	2.9%	6%	1.7%	-2%	-10%	0.1%	-0.3%
COc1ccc(NC(=O)c2ccco2)cc1N	5%	-1%	-0.7%	-22%	-6.4%	-22%	-2%	0.4%	0.3%
Cn1c(=O)c(C(=S)NC(=O)C2CC2)c(N)n(Cc2ccccc2)c1=O	-2%	.	-2.5%	47%	-7.1%	8%	14%	0.6%	-0.1%
CC(=O)Cc1nsc(Nc2ccc3c(c2)OCCO3)n1	-3%	2%	-2.0%	-28%	.	6%	-44%	0.0%	0.2%
COC(=O)c1ccc2nc(C(F)(F)F)[nH]c2c1	-14%	-5%	-0.9%	-45%	9.5%	-15%	2%	.	-0.1%
O=C1CCC(c2ccccc2)(c2ccccc2)CC1	6%	-3%	0.1%	29%	13%	24%	2%	-0.1%	0.6%
O=C(c1ccccc1)N1CCN(C(=O)c2ccc([N+](=O)[O-])cc2)CC1	0%	-1%	-0.6%	-12%	4.5%	-2%	-14%	.	-0.3%
NC(=O)c1snnc1-c1ccccc1	2%	-1%	-0.2%	4%	.	1%	-2%	-1.0%	1.0%
CCOC(=O)N1CCN(/C=C(\C#N)c2nc3ccccc3s2)CC1	14%	-9%	0.8%	1%	2.7%	12%	-43%	-0.6%	11%
NC(=O)NC(=O)COC(=O)c1ccc(OC(F)F)cc1	-30%	-9%	-1.0%	-12%	-9.1%	10%	-15%	0.6%	0.4%
Cc1ccc(OCc2nc(-c3ccccn3)no2)cc1	5%	-3%	-1.0%	27%	0.3%	-6%	-72%	-1.1%	-0.1%
COc1ccc(CN2CCOCC2)cc1Br	-4%	-6%	0.3%	-13%	8.5%	-5%	-1%	0.1%	0.3%
C=C(C)CNC(=S)NNC(=O)c1ccncc1	-7%	-8%	-0.5%	3%	1.0%	3%	-8%	0.6%	0.0%
c1ccc(-c2cnnc(N3CCCCC3)n2)cc1	-13%	3%	-0.7%	-2%	0.1%	3%	-88%	0.1%	-0.1%
CCC(=O)N1CCN(c2ccc(NC(=O)COc3ccccc3[N+](=O)[O-])cc2)CC1	-3%	3%	-2.2%	36%	-1.9%	8%	-15%	-0.9%	-0.2%

Screens deposited in PubChem BioAssay by several laboratories.
